G6PDH CS = L. mesenteroides G6PDH inhibitors, counter-screen for G6PDH-coupled screening assays, biochemical, Leuconostoc mesenteroides enzyme. inhibition, % at 5 µM. 200,000 compounds, 0.12% hits. glucose-6-phosphate dehydrogenase [Leuconostoc mesenteroides]. Purified L. mesenteroides G6PDH, diaphorase/resazurin coupled fluorescence, 45 min. AID 1020, 2008; in the data active means inhibition above about 50%
HMGR II inh = inhibitors of E. faecalis class II HMGR, primary screen, biochemical, Enterococcus faecalis; HMG-CoA reductase (Enterococcus faecalis, mvaE); purified E. faecalis HMGR, NADPH absorbance 340 nm kinetic; inhibition, % at 10 µM; 190,000 compounds, 0.41% hits;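 active means inhibition above a set limit, the median over all tested compounds plus 3 SD, cut at about 9.5% in these data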;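 further: enzyme runs in reverse so mevalonate oxidation gives rising NADPH absorbance; 0% = complete reaction with DMSO and 100% = background rate lacking mevalonate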
STAT1 act = STAT1 signaling activators, primary screen, cell-based, HTS, luciferase reporter; NIH 3T3 STAT1-luciferase reporter, IFN-gamma, luminescence; 100% = IFN-gamma alone, no compound; 200,000 compounds, 2.6% hits; activation (% of control), % at 5.5 µM;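 active means activation above the screen-wide mean activation plus 3 SD, cut at about 130% in these data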;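 further: raw ratio to IFN-gamma control signal so 100% means no change and 0% no light; values of inactives mirror those of a sister screen read the other way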
FLuc inh counter = firefly luciferase enzyme inhibitors, primary screen, artefact control for luciferase-based inhibitor screens, biochemical, luminescence, ATPLite; Luciferin 4-monooxygenase (Photinus pyralis), P08659; 10 min; inhibition, % at 10 µM; 200,000 compounds, 1.5% hits; AID 1006, 2008;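 active means inhibition above about 50% when tested at 10 µM, limit read from the data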
Target sequence (P08659 whole entry, looked up): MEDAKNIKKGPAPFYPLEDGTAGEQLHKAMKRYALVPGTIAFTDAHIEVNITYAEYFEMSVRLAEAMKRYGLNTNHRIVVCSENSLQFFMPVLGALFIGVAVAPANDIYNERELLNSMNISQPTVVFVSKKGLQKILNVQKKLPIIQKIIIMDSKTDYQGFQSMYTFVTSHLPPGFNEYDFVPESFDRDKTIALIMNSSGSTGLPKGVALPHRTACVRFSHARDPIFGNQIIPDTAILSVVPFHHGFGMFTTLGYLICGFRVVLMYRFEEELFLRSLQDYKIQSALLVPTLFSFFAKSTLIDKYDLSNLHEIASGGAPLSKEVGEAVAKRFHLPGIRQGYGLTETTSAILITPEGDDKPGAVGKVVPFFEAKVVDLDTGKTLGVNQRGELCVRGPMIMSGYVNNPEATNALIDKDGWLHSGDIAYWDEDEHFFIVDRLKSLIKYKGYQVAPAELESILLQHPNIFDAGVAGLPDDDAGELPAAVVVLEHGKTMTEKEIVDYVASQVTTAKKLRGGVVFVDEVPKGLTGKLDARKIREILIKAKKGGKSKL
APP transl inh = inhibitors of APP translation via 5'UTR reporter, primary screen, APP 5'UTR luciferase, SH-SY5Y cells; SH-SY5Y APP 5'UTR-luciferase reporter, luminescence; AID 1285, 2008; inhibition, % at 2 µM; 190,000 compounds, 0.82% hits;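 active means inhibition above a set limit, derived from the sample mean plus 3 SD, cut at about 45% in these data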; further: values of inactives mirror those of a sister screen read the other way
NF-kB neuron act = activators of NF-kB expression in neurons, primary screen, cell-based, HTS | 190,000 compounds, 1.6% hits | fold change at 12.5 µM | human neuronal cells, NF-kB reporter expression; stronger effect = higher value; in the data active means fold change above about 3.3
FLuc act counter = FLuc activators, initial screening, artefact control for FLuc-dependent activation tests, biochemical, ATPlite luminescence; Luciferin 4-monooxygenase (Photinus pyralis), P08659; 200,000 tested, under 10 active; ATPlite luciferase biochemical, 10 min; 0 = ATP-free wells, 1 = DMSO control; AID 1027, 2008; activation factor at 10 µM;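 active means luciferase activation factor, scaled between plate controls, of at least 2 with compound at 10 µM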
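Assay system – cell-free luciferase reagent · Medium – PBS-based ATP solution · Dosing – test compounds dosed from 2 mM stocks in 100% DMSO · Timing – 10 min, room temperature · Technique – light output (luminescence) · Measure – luminescence gain marking luciferase activators · Controls – No-ATP low control, compound-free enzyme-plus-ATP high control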
APP 5'UTR act = activators of APP 5'UTR luciferase reporter, primary screen, SH-SY5Y cells. AID 1276, 2008. SH-SY5Y APP 5'UTR luciferase reporter, luminescence; zero percent = DMSO vehicle wells. activation, % at 2 µM. 190,000 compounds, 1% hits;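 active means activation above a set limit, based on mean plus 3 SD of controls, cut at about 140% in these data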; further: values of inactives mirror those of a sister screen read the other way
Hsp70 activator = Hsp70 transcriptional activators, primary screen, cell-based, HeLa, Hsp70 promoter luciferase, luminescence, 10 µM. activation, % at 10 µM. AID 1203, 2008. HeLa Hsp70 promoter luciferase reporter; scaled: vehicle 0, proteasome-inhibitor control 100%. 200,000 compounds, 0.04% hits;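 active means activation above the mean across all tested compounds plus 3 SD, cutoff set per campaign, cut at about 5.5% in these data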;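 further: 100% = MG132 at 30 µM as the positive control and 0% = DMSO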
Redox H2O2 prof = compounds producing H2O2 with reducing agent – biochemical, NIH compound library profiling, artefact control for MLSCN library redox annotation, primary screen. 200,000 compounds, 0.03% hits. activation, % at 10 µM. DTT-dependent redox cycling H2O2, phenol red/HRP absorbance; 100% = 100 µM peroxide control, 0% = buffer;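 active means activation of at least 50% relative to the plate's high and low controls in the primary single-dose screen; inactive means activation below 50%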;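 further: compound incubated with DTT at 0.8 mM final as the reducing agent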
* hit, by the source's call; . = no result given.

SMILES	G6PDH CS	HMGR II inh	STAT1 act	FLuc inh counter	APP transl inh	NF-kB neuron act	FLuc act counter	APP 5'UTR act	Hsp70 activator	Redox H2O2 prof
COC(=O)c1cn(NC(=O)c2cccnc2)c(=O)c2ccccc12	4	-4	94	-1	18	1.2	1	-18	1.6	-0.3
COc1ccccc1C(=O)NN=C1CCN(Cc2ccccc2)CC1	1	-5	95	3	-16	1.3	1	16	-0.4	-0.6
CCOc1cc(N2CCOCC2)c(OCC)cc1NC(=O)c1cccc(N(C)C)c1	-1	-2	111	-3	-14	1.1	1	14	-0.5	10.0
Cc1cnn(CCC(=O)NNC(=S)NCC(C)C)c1	30	-1	102	-3	-10	1.2	1	10	-0.2	0.8
N#CC(C#N)=C(N)CSc1cccc[n+]1[O-]	-1	-4	102	-4	-17	1.2	1	17	0.0	-0.6
CSc1nc(Oc2ccc(C)cc2)cc(C(F)(F)F)n1	0	1	106	-3	-18	1.1	1	18	-0.1	1.9
CCOC(=O)/N=C(/NC(=O)Nc1ccc(C(=O)OCC)cc1)OC	-8	0	104	-2	8	0.98	1	-8	-0.3	-3.0
Cc1cc(C)n(-c2nc3ccccc3n3nnnc23)n1	-6	0	104	4	-29	1.1	1	60	-0.1	0.2
O=C(N/N=C/c1c[nH]c2ccc(Br)cc12)c1ccn(Cc2ccc(Cl)cc2)n1	1	-2	97	-7	-18	0.64	1.1	18	-0.3	-7.8
O=C(c1cc2c(s1)-c1ccccc1OC2)N1CCN(c2ccccc2)CC1	15	5	97	2	4	0.97	1	-4	-0.1	-0.7
CC1(C)CC(=O)C=C(OC(=O)c2ccc(Cl)cc2)C1	-24	-2	105	-4	.	1.9	1	.	0.2	1.9
CN(C)c1ccc(C=C(c2nnnn2-c2ccccc2)c2nnnn2-c2ccccc2)cc1	-10	-3	107	-9	-9	0.29	1.1	9	-0.2	0.2
CSc1ccc(/C=C/C(=O)NC23CC4CC(CC(C4)C2)C3)cc1	7	-3	122	10	-52	2	0.9	52	-0.2	-0.2
CCCCCCn1c(N2CCN(c3cccc(Cl)c3)CC2)nc2c1c(=O)[nH]c(=O)n2C	-2	-5	107	-5	-7	0.9	1	7	0.1	0.7
COCCCNS(=O)(=O)c1ccc(SC)cc1	4	-5	97	-5	-6	1.5	1.1	6	-0.1	0.3
O=C(NC(C(=O)c1ccccc1)N1CCCCC1)c1ccccc1 (centres undefined)	-2	-2	113	-3	-4	1.6	1	3	-0.2	-2.1
CCCCOC(=O)Nc1nc2ccc(OC)cc2s1	1	-7	119	6	-32	2.2	0.9	32	-0.4	-2.8
CCC(=O)N/N=C(\C)CC(=O)Nc1cc(Cl)ccc1C	-2	-2	89	-7	-21	1.2	1.1	21	-0.2	-0.4
CC(C)OC(=O)CN1CCN(S(=O)(=O)c2cc(Cl)ccc2Cl)CC1	8	3	99	-2	3	1.1	1	-3	-0.2	-1.8
O=C(NCc1ccccc1Cl)C1CCN(S(=O)(=O)N2CCC3(CC2)OCCO3)CC1	16	-1	98	-10	8	1.1	1.1	-8	-0.3	2.3

Compound profiles, from the list above.
Results for N#CC(C#N)=C(N)CSc1cccc[n+]1[O-] = G6PDH CS = -1; HMGR II inh = -4; STAT1 act = 102; FLuc inh counter = -4; APP transl inh = -17; NF-kB neuron act = 1.2; FLuc act counter = 1; APP 5'UTR act = 17; Hsp70 activator = 0.0; Redox H2O2 prof = -0.6
Results for CCC(=O)N/N=C(\C)CC(=O)Nc1cc(Cl)ccc1C = G6PDH CS = -2; HMGR II inh = -2; STAT1 act = 89; FLuc inh counter = -7; APP transl inh = -21; NF-kB neuron act = 1.2; FLuc act counter = 1.1; APP 5'UTR act = 21; Hsp70 activator = -0.2; Redox H2O2 prof = -0.4

(listing goes on)
SMILES	G6PDH CS	HMGR II inh	STAT1 act	FLuc inh counter	APP transl inh	NF-kB neuron act	FLuc act counter	APP 5'UTR act	Hsp70 activator	Redox H2O2 prof
CCN1CCN(C(=O)CCCCCn2c(=O)[nH]c3cc(C(=O)OC)ccc3c2=O)CC1	-1	-5	96	0	9	0.9	1	-9	0.1	-0.6
CN(c1ccccc1)S(=O)(=O)c1ccc(Cl)c(C(=O)OCC(N)=O)c1	2	3	92	0	1	1	1	-1	-0.4	-0.8
CC1=C[C@H]2Cc3cc(C)cc(C)c3S(=O)(=O)[C@@H]2C=C1	17	-9	91	-6	-6	1.1	1.1	6	-0.2	0.0
CCn1c(O)c(N=NC(=O)C2C(=O)NCC2c2ccccc2)c2ccccc21 (centres undefined)	-7	-2	99	-6	7	0.95	1.1	-7	-0.2	0.3
O=C(O)c1c2c(nc3ccccc13)/C(=C/c1ccc(O)cc1)CCC2	10	-3	100	3	-4	1.1	1	4	-0.4	-0.7
Cc1nn(-c2ccccc2)c2c1C(=O)N(Cc1ccccc1)C(=O)C(C)(C)C2	-4	-3	103	-6	-1	0.99	1.1	1	-0.3	-3.3
CCc1cc2c(=O)[nH]c(COC)nc2s1	4	3	99	-4	15	1.2	1	-15	0.0	-0.3
O=C(COc1ccc2ccccc2c1)N1CCN(C(=O)c2ccc([N+](=O)[O-])cc2)CC1	0	-5	93	1	-18	.	1	18	0.0	-0.9
CCN(CC)S(=O)(=O)c1ccc(N2CCCC2)c(NS(=O)(=O)c2ccc(F)cc2)c1	17	-4	101	-3	-4	1.2	1	4	-0.3	0.1
O=C1C2C3c4ccccc4C(c4ccccc43)C2C(=O)N1c1cccc2cccnc12 (centres undefined)	7	-3	92	-2	-9	1.2	1	9	-0.3	1.4
COc1ccc(C2=NOC(C(=O)Nc3c(C)n(C)n(-c4ccccc4)c3=O)C2)cc1 (centres undefined)	-1	4	96	-6	-3	1	1.1	3	-0.2	-3.6
COc1cc(/C=N/NC(N)=S)ccc1OCC(=O)Nc1ccc(C)c(C)c1	7	6	107	-4	-8	0.69	1	8	-0.2	0.5
COc1ccc(/C=N/NC(=O)c2ccn[nH]2)cc1COc1ccc(Cl)cc1	4	4	108	-3	4	0.52	1	-4	0.0	-4.4
CCOC(=O)c1c(NC(=O)c2nn(CC)cc2Br)c(C#N)cn1-c1ccccc1	-6	-2	95	-7	-14	0.39	1.1	14	-0.3	-0.8
Cc1cc(C)c(Cn2ncn(-c3ccc(Br)cc3)c2=O)c(C)c1	9	-6	102	-4	2	1.1	1	-2	0.0	0.2
COc1ccc(N(CC(=O)Nc2cccc(C)c2)S(=O)(=O)c2c(C)n[nH]c2C)cc1	13	-7	101	-2	-13	0.89	1	13	-0.4	0.4
CCOC(=O)C1CCN(S(=O)(=O)c2ccc(OCC)cc2)CC1	2	-2	96	-5	-14	1.1	1	14	-0.4	-1.2
NCCCC[C@@H]1NC(=O)c2cc([N+](=O)[O-])cc(F)c2NCCCC[C@@H](C(N)=O)NC(=O)CNC1=O	14	2	101	-3	13	1	1	-13	-0.2	0.2
COc1ccc(C2CCCN2C(=S)Nc2ccc(C)cc2C)cc1OC (centres undefined)	-1	-4	85	5	-3	0.91	0.9	3	-0.2	-6.9
Cc1ccc(S(=O)(=O)NCC(=O)OCC(=O)NC(=O)c2cccn2C)cc1	11	0	95	-7	20	1.1	1.1	-20	0.8	-0.2
COc1ccccc1-c1ccc(SCc2cccc(F)c2)nn1	-5	-13	117	2	-22	1.7	1	22	0.1	0.4
CN(C(=O)c1ccccc1OC1CCN(S(C)(=O)=O)CC1)C1CCOC1 (centres undefined)	6	-2	98	-1	10	1.3	1	-10	-0.3	0.7
Cn1c(Oc2ccccc2)c(C=O)c2ccccc21	2	2	99	-8	4	1	1.1	-4	-0.2	1.6
S=C(NCc1ccccc1)NCc1cccc(CNC(=S)NCc2ccccc2)c1	-11	0	103	-7	-10	0.7	1.1	10	-0.1	0.5
Cc1nc2ccccc2c(=O)n1NC(=O)c1ccc([N+](=O)[O-])cc1	3	3	88	-5	3	0.99	1.1	-3	-0.3	-0.8
Cc1cc(C)n(S(=O)(=O)c2ccc(Cl)c(Cl)c2Cl)n1	-23	1	112	-9	-6	1	1.1	6	0.5	-0.5
CCc1cccc(NC(=O)CN2C(=O)NC3(CCCCCCC3)C2=O)c1	5	-1	101	-1	-17	0.94	1	17	-0.1	2.0
Cc1occc1-c1nnc(SCC(=O)N2CCOCC2)n1CC(C)C	5	-11	100	-6	4	1.3	1.1	-4	-0.6	0.4
CCC(Sc1ccc2nnc(-c3ccc(OC)c(OC)c3)n2n1)C(=O)O (centres undefined)	-1	-1	89	0	-11	0.91	1	11	0.1	2.4
CN(C)S(=O)(=O)c1cccc(NC(=O)c2ccc(N3CCOCC3)c([N+](=O)[O-])c2)c1	2	-2	108	1	-24	0.5	1	24	-0.4	-0.3
Cc1ccc(S(=O)(=O)NC(=O)c2cc(C)n(CCCn3ccnc3)c2C)cc1	17	0	98	-5	-8	1.1	1.1	8	-0.2	-3.2
c1ccc(-c2noc(CSc3nnnn3C3CCCCC3)n2)cc1	6	-1	109	-2	2	0.96	1	-2	-0.2	-0.5
COc1ccc(CCNC2CC(=O)N(N(C)C)C2=O)cc1OC (centres undefined)	7	-3	101	-3	12	1.1	1	-12	-0.2	0.1
N=c1c[n+](N2CCOCC2)[n-]o1	18	3	99	-2	-3	1.4	1	3	-0.2	0.1
CSCC(=O)NS(=O)(=O)c1ccc(C)cc1	8	-7	87	-1	-9	1.2	1	9	-0.4	-0.6
O=C(CSc1nc(-c2ccco2)cc(C(F)(F)F)n1)N1CCSCC1	8	1	99	-8	-8	1.2	1.1	8	0.0	1.4
CCC(C)NS(=O)(=O)c1ccc(NC(=O)c2ccc([N+](=O)[O-])cc2Cl)cc1 (centres undefined)	-4	-2	92	-2	9	0.91	1	-9	-0.4	1.8
Cc1ccc(C(=O)NCCc2nnc3ccc(SCC(=O)Nc4c(C)cc(C)cc4C)nn23)cc1	-33	-4	106	-4	-11	0.9	1	11	-0.1	0.4
CCCCn1c(N)c(N(CC)C(=O)CCc2ccccc2)c(=O)[nH]c1=O	6	0	98	-8	0	0.96	1.1	0	-0.3	0.0
c1ccc2[nH]c(SCc3cn4ccccc4n3)nc2c1	6	-5	115	25	-6	1.5	0.7	6	-0.1	-0.5
COc1ccccc1NC(=O)CCN1CCN(Cc2ccccc2)CC1	1	0	104	-4	14	1.4	1	-14	-0.2	0.0
Cc1nnc2ccc(N3CCOCC3)nn12	2	2	98	-4	-11	1.2	1	11	-0.3	0.1
CC1CN(C(=O)CCN2C(=O)c3ccccc3C2=O)CC(C)O1 (centres undefined)	4	-5	100	-1	-2	0.74	1	2	-0.3	0.4
O=C(CN1CCSC1=NCc1ccccc1)c1ccc(Cl)cc1	2	-1	94	-2	-7	1.6	1	7	-0.3	0.0

Source: PubChem (several laboratories)
